Pf apPOL inh – Pf-apPOL inhibitors, biochemical, fluorescence; Plasmodium falciparum apicoplast DNA polymerase (apPOL); Recombinant Pf-apPOL, molecular beacon fluorescence, 1.5 h; inhibition, % at 10 µM; 210,000 compounds, 0.25% hits
mHTT-CaM PPI inh – mutant huntingtin-calmodulin interaction inhibitors – biochemical, AlphaScreen, primary screen. P42858. AlphaScreen His-mHTT/GST-CaM binding, luminescence. inhibition, % at 15 µM. 190,000 compounds, 3.6% hits. AID 1671202, 2021;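 also: 0% = both proteins with DMSO and 100% = one protein alone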
* marks the source's active call; other numbers are inactive results; i = inactive; nt = no result given; & = joins results of further samples. Rule as the data show it: active = inhibition above about 50%; inactive = the rest.

Sample of the layout, 4 compounds:
SMILES	Pf apPOL inh	mHTT-CaM PPI inh
CCc1c(C)[nH]c(C(=O)OC(C)(C)C)c1C	-7	nt
Cc1ccc(C(=O)N2CCC3(CC2)CC(=O)c2ccccc2O3)cc1[N+](=O)[O-]	-7	17
O=C(NC1CCCCC1NC(=O)c1ccccc1Cl)c1ccccc1Cl (stereo unspecified)	-8	2
COc1ccc(CNC(=O)c2cc3c(s2)CCN(C(C)=O)C3)cc1OC	-1	5

The listing, previewed entries included:
SMILES	Pf apPOL inh	mHTT-CaM PPI inh
CCc1c(C)[nH]c(C(=O)OC(C)(C)C)c1C	-7	nt
Cc1ccc(C(=O)N2CCC3(CC2)CC(=O)c2ccccc2O3)cc1[N+](=O)[O-]	-7	17
O=C(NC1CCCCC1NC(=O)c1ccccc1Cl)c1ccccc1Cl (stereo unspecified)	-8	2
COc1ccc(CNC(=O)c2cc3c(s2)CCN(C(C)=O)C3)cc1OC	-1	5
COc1ccc(C2=N/C(=C/c3coc4ccccc4c3=O)C(=O)O2)c(Cl)c1	3	-2
Cn1ncc(N2CCCC(C(=O)N3CCCN(c4ncccn4)CC3)C2)cc1=O (stereo unspecified)	-2	1
CC(=O)OC(COS(C)(=O)=O)C1OC2OC(C)(C)OC2C1OC(C)=O (stereo unspecified)	1	-2
Cc1ccc2snc(C(N)=O)c2c1	-7	nt
CC(Nc1ncnc2c1oc1ccccc12)C(=O)O (stereo unspecified)	1	-2
CN1CCN(S(=O)(=O)c2cccs2)CC1c1ccccc1 (stereo unspecified)	-1	0
COc1ccccc1N1CCN(C(=O)CSc2ccc(C)cc2)CC1	-8	19
Cc1ccc(C2=NN(CC(=O)N3CCN(c4ccccn4)CC3)C(=O)CC2)cc1	-4	8
COc1ccc(-n2c(C)cc(=O)cc2C)c([N+](=O)[O-])c1	-3&2	2&-3
CC(C)(C)C(=O)Nc1c(-c2ccc(C(F)(F)F)cc2)nc2ccccn12	-5	18
CCCOC(=O)CCCCCN1C(=O)C(=Cc2ccc(OC)cc2)SC1=S	-9	6
COc1ccc(C2CC(c3ccc(OC(F)F)cc3)n3ncnc3N2)cc1 (stereo unspecified)	0	8
Clc1ccc(Sc2cn[nH]c2-c2ccc(Cl)cc2)cc1	-16	nt
Cc1cc2oc(=O)cc(CN3CCCCC3)c2cc1O	-1	-2
Cn1c(CNC(=O)C2CCC2)nc2c1CN(C(=O)c1ccc(C(F)(F)F)s1)CC2	-5	9
CCCNC(=O)N1CC(c2nc(-c3ccc(F)cc3)no2)C2(CCOCC2)C1 (stereo unspecified)	5	-2
CCOc1ccc(OCC)c(S(=O)(=O)N(C)C2CCCCC2)c1	-6	-26
CCCCNS(=O)(=O)CC1NCc2ccc(C)cc21 (stereo unspecified)	-9	5
Cn1c(=O)c2c(ncn2CC(=O)Nc2ccc(F)c(Cl)c2)n(C)c1=O	-2	4
Cc1[nH]nc(-c2ccc(N3CCCCC3)cc2)c1NC(=O)Cc1ccccc1	3	35
c1cncc(CNc2nc(C3CC3)nc3c2CCC3)c1	8	-1
Cc1ccc(NC(=O)C2CC(=O)N(C)C(=Nc3cccc(F)c3)S2)cc1Cl (stereo unspecified)	0	19
Cn1cnnc1SCC(=O)Nc1ccc(Cl)cc1F	-3&15	7&0
O=C(c1ccccc1)N1CCCC(c2ccnc(Nc3ccc(F)cc3)n2)C1 (stereo unspecified)	-7	91*
CC1(C)OCC2(CO1)CN(C(=O)C(C)(C)C)C2	-4	-6
CC1(C)Cc2ccccc2C(Nc2ccc(S(N)(=O)=O)cc2)=N1	-20	-2
CCOc1ccc(N(C(C)C(=O)NCc2ccccn2)S(C)(=O)=O)cc1 (stereo unspecified)	-7	13
Cc1ccccc1C(=O)N(C)Cc1ccccc1	4	-3
O=C(Nc1ccccc1Cl)c1cccc(OCc2ccccc2)c1	-1	-124
O=C(C1CCC(N2C(=O)c3ccccc3C2=O)CC1)N1CCCCC1 (stereo unspecified)	-3	-1
CCc1ccc(NC(=O)N2CCC(n3cnc4c(C)cccc4c3=O)CC2)cc1	-9	11
O=C(NCc1ccccc1)C1CCc2nc(N3CCN(C(=O)C4CCC4)CC3)sc2C1 (stereo unspecified)	2	1
O=S(=O)(Nc1nc2ccccc2nc1N1CCOCC1)c1ccccc1	nt	2
Cc1cccc(NC(=S)NNC(=O)CSCc2cccc3ccccc23)c1	-272	nt
COc1ccc(Cl)cc1-n1c(C)nc2cc(C(=O)O)ccc21	-5	-5
Nc1c(C(=O)NCC2CCCO2)nnn1-c1ccccc1 (stereo unspecified)	-4	-2
COC(=O)c1ccc(Oc2coc3cc(OC(=O)c4cccc([N+](=O)[O-])c4)ccc3c2=O)cc1	-1	-8
CC(C)(C)c1ccccc1NC(=O)c1cccs1	1	-4
Cc1ccc(N2CC(C(N)=O)CC2=O)cc1 (stereo unspecified)	-1	-3
Cc1c(Cl)cccc1NC(=O)CCN1C(=O)c2ccccc2S1(=O)=O	6	-6
N#CC1=C(SCC(=O)Nc2ccc(Br)cc2)NC(=O)CC1c1ccccc1F (stereo unspecified)	-5	5
O=C(NCCCn1ccnc1)C(=O)NC1CC1	-5	24
O=C(O)CC(=Cc1ccc(-c2cccs2)s1)C(=O)O	29	nt
CN1CCN(S(=O)(=O)c2cccc(S(=O)(=O)c3ccc(Cl)c(Cl)c3)c2)CC1	1	-1
CC(=O)Nc1cc(C(=O)NC(C)C)c2ccc(C)nc2c1	32	-6
NC(=O)CSc1nc2c(sc3ccccc32)c(=O)n1-c1ccccc1	0	9
Cc1ccc(C2(c3ccc(C)cc3)CC2C(=O)NC(C)(C)C)cc1 (stereo unspecified)	-5	-3
Cc1ccsc1C1C=C(c2cccc(Br)c2)Nc2ncnn21 (stereo unspecified)	-2	4
O=C(c1ccn2c(-c3ccccc3Br)nnc2c1)N1CCCCCC1	-6	9
CC(=O)c1cccc(N2CN=c3s/c(=C\c4cccnc4)c(=O)n3C2)c1	2	7
CC(=O)Oc1cccc2c1C(=O)c1c(OC(C)=O)cc(C(=O)O)cc1C2=O	-10	nt
CN1CCN(Cc2cncc(-c3cc4ccccc4s3)c2)CC1	-1	55*
O=C(Cc1c[nH]c2ccccc12)N1CCc2c(nc3cc(-c4ccccc4)[nH]n3c2=O)C1	-3	5
O=C1NC(=Nc2ccccc2)SC1Cc1ccc(Cl)cc1 (stereo unspecified)	4	3
O=C(NCc1ccc2c(c1)OCO2)C1CCN(c2nccc(C(F)(F)F)n2)CC1	-18	nt
CCOc1ccc(CCNC(=O)C2CCN(S(=O)(=O)N3CCCCC3)CC2)cc1OCC	-12	0

Continuation.
SMILES	Pf apPOL inh	mHTT-CaM PPI inh
O=C(c1ccco1)N1CCC(c2ccn3ncc(C(=O)N4CCCCC4)c3c2)CC1	0	6
O=S(=O)(Nc1ccccn1)c1ccc(N=Cc2ccccc2OCc2ccccc2)cc1	0	-14
COc1cc(NC(=O)Cc2ccccc2OC)cc(OC)c1	-11	0
Cc1noc(C2CN(C(=O)c3c[nH]c4ccccc34)C2)n1	-5	-7
COc1cc(NC(=O)c2c(-c3ccccc3Cl)noc2C)c2ncccc2c1	0	-5
Cc1cc(F)ccc1N1CCC(C(=O)N2CCCC2)C1=O (stereo unspecified)	1	-2
Cc1[nH]c(=O)[nH]c(=O)c1CCc1nnc(SCc2nc3ccccc3[nH]2)o1	1	-3
COc1cc(/C=N/O)c([N+](=O)[O-])cc1OC	nt	i
CCOc1ccccc1N(CC(=O)Nc1cccc(F)c1)S(=O)(=O)c1ccccc1	0	-9
CCOc1ccc(C(=O)Nc2cccc(NC(=O)c3cccs3)c2)cc1Cl	-6	2
O=C(CNS(=O)(=O)c1ccc(Br)s1)NCc1ccc2c(c1)OCO2	2	-2
N#Cc1ccc(Cl)cc1NC(=O)C(=O)NCC(c1cccc2ccccc12)N1CCCC1 (stereo unspecified)	-10	36
CCCCC(CC)C(=O)Nc1sc(C)c(CC)c1C(N)=O (stereo unspecified)	-6	-2
COC(=O)C[C@H]1c2cc(F)cc(F)c2S(=O)(=O)N1C1CCN(Cc2ccccc2)CC1	-5	0
Cc1cccc(CNC(=O)c2nn(C)c3c2CN(C(=O)c2ccc(Cl)cc2)CC3)c1	-1	64*
CCOc1ccc(C(=O)Nc2c3c(nn2-c2ccccc2C)CSC3)cc1OCC	-14	30
CC1=C(C(=O)Nc2ccc(C)cc2C)C(c2cccc([N+](=O)[O-])c2)n2nnnc2N1 (stereo unspecified)	6	7
CCN(CC)C(=O)CSC1=Nc2ccccc2C2=NC(c3ccccc3)C(=O)N12 (stereo unspecified)	5	2
Cc1cc(C)c(-n2c(O)c(C=Nc3cccc(O)c3)c(=O)[nH]c2=O)c(C)c1	-2	31
COc1ccc(-c2c(Sc3ccccc3)c3cc(-c4ccc5c(c4)OCO5)ccc3n2C)cc1	1	2
O=C(/C=C/c1ccco1)Nc1cccc(NC(=O)c2cccs2)c1	3	30
CC(C)CNC(=O)c1sc2ncccc2c1-n1cccc1	0	4
COCc1nnc(NC(=O)CCCOc2ccccc2)s1	-4	-4
O=S(=O)(c1ccc(F)c(Cl)c1)N1CCC(c2noc(-c3cccc(F)c3)n2)CC1	-7	-4
CCCCCCNC(=O)C1CSCCS(=O)(=O)N1Cc1ccc(C)cc1 (stereo unspecified)	1	1
COc1ccc(-c2noc(-c3ccccc3)n2)cc1OC1CCCC1	-10	nt
N#Cc1ccc(NC(=O)Cc2cn3cc(F)ccc3n2)cc1	-3	-4
CC1CCCCN1Cc1c(O)ccc2c1OC(=Cc1ccco1)C2=O (stereo unspecified)	10	27
CC(Oc1ccccc1)C(=O)NCC(C)(O)c1ccco1 (stereo unspecified)	-1	-16
COc1ccc(Cl)cc1NC(=O)c1cnn2c1NC(c1cccs1)CC2C(F)(F)F (stereo unspecified)	2	6
COc1cc([N+](=O)[O-])ccc1NC(=O)CN1C(=O)c2ccccc2C1=O	-10	0
COc1ccc(NC(=O)N2CCc3cn(C)c4cccc(c34)C2)cc1OC	-2	38
CC(C)NS(=O)(=O)c1ccc2[nH]c3nc(SCC(=O)NCc4cccs4)nnc3c2c1	-11	12
CCCn1c(C2CCN(C(=O)c3ccc(OCC)cc3)C2)nc2cccnc21 (stereo unspecified)	-6	8
COc1ccc(C(=O)N2CC(C(=O)N3CCCC3)C(c3ccc(F)cc3)C2)cc1 (stereo unspecified)	-2	4
Cc1ccc(N2CC(O)Cn3c2nc2c3c(=O)[nH]c(=O)n2C)cc1 (stereo unspecified)	0	3
CCNC(=O)c1c(NC(=O)C(C)Oc2ccccc2OC)sc2c1CCCC2 (stereo unspecified)	-11	-5
Cc1cc(Cl)ccc1NC(=O)N1CCC(c2nc3ccncc3n2C(C)C)C1 (stereo unspecified)	-4	6
COc1ccc(CCC(=O)N2CCCC2c2cc(C)on2)cc1 (stereo unspecified)	-5	-3
CCOc1c(I)cc(/C=C2\NC(=O)NC2=O)cc1OC	-10	1
NC(=NOC(=O)c1ccc(Cl)cc1)c1ccc([N+](=O)[O-])cc1	0	nt
COc1ccc(C2C(=C(O)c3ccc([N+](=O)[O-])cc3)C(=O)C(=O)N2CCO)c(OC)c1 (stereo unspecified)	-2	0
O=C(CC1(O)C(=O)Nc2ccc(F)cc21)c1cccs1 (stereo unspecified)	-8	-3
COCc1nnc(NC(=O)c2ccc(S(=O)(=O)N(C)c3ccccc3)cc2)o1	-45	29
CCC1CN(C(=O)Nc2ccccc2)c2ccccc2O1 (stereo unspecified)	-2	-6
CCn1nnnc1-c1ccc(OC)c(S(=O)(=O)Nc2cccc(C(F)(F)F)c2)c1	-2	3
COc1ccc(N2C(=O)CCC(C(=O)Nc3ccc(F)cc3)C2c2ccc(F)cc2)cc1 (stereo unspecified)	-2	17
COCCCNC(=O)c1ccccc1CN1C(=O)C2CCCN2C(=O)c2ccccc21 (stereo unspecified)	-4	-9
O=C(NC(=S)Nc1ccccc1)C12CC3CC(C1)CC(c1ccccc1)(C3)C2	-3	-2
CCOC(=O)C[C@H]1c2ccc(C(F)(F)F)cc2S(=O)(=O)N1Cc1ccccc1	-2	-18
Cc1cccc(NC(=O)c2ccccc2NC(=O)c2ccc(Cl)cc2Cl)c1C	-2	2
COc1ccc(OC)c(NC(=O)N2CCC(N3CCN(Cc4ccccc4)C3=O)CC2)c1	-5	23
O=[N+]([O-])c1ccc(Oc2c(F)c(F)nc(N3CCOCC3)c2F)cc1	-5	15
C/C(CC(C)C)=N\Nc1ccc([N+](=O)[O-])cc1[N+](=O)[O-]	nt	i
O=C(CSc1nc2c(c(=O)n1-c1ccccc1)SCC2)Nc1ccc(F)cc1F	4	6

Reprinted at random: 5 entries already listed
SMILES	Pf apPOL inh	mHTT-CaM PPI inh
O=C(CC1(O)C(=O)Nc2ccc(F)cc21)c1cccs1 (stereo unspecified)	-8	-3
CCOc1ccc(N(C(C)C(=O)NCc2ccccn2)S(C)(=O)=O)cc1 (stereo unspecified)	-7	13
C/C(CC(C)C)=N\Nc1ccc([N+](=O)[O-])cc1[N+](=O)[O-]	nt	i
Cc1cc(F)ccc1N1CCC(C(=O)N2CCCC2)C1=O (stereo unspecified)	1	-2
Cc1ccc(N2CC(C(N)=O)CC2=O)cc1 (stereo unspecified)	-1	-3

Source: PubChem

Only part of the results is shown (hit frequency here may not be typical).
